Screens as filed in PubChem BioAssay.
EWS-Fli inh: blocks EWS/Fli oncoprotein-driven transcription | A673 NR0B1-luciferase reporter, viability-normalised | inhibition, % at 12.6 µM | 0.67% of 350,000 active | AID 651661;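 active = mean inhibition of at least 50% after viability correction, with every replicate also passing that limit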;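 note: firefly luciferase signal divided by Alamar Blue viability fluorescence both relative to DMSO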
RAD54 branch: RAD54 (human) branch migration inhibition; 0.14% of 360,000 active; inhibition, % at 10.4 µM; Q92698; AID 602329; RAD54 Holliday junction branch migration, FAM/BHQ fluorescence;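 active = mean normalized replicate activity at least 40 and at least half of replicates scoring 40 or more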;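 note: 0% = median of neutral control wells and 100% = median of positive control wells; inhibitors cause a drop in the FAM fluorescence signal; in these data hits start at about 50%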
Target sequence (Q92698 whole entry, looked up): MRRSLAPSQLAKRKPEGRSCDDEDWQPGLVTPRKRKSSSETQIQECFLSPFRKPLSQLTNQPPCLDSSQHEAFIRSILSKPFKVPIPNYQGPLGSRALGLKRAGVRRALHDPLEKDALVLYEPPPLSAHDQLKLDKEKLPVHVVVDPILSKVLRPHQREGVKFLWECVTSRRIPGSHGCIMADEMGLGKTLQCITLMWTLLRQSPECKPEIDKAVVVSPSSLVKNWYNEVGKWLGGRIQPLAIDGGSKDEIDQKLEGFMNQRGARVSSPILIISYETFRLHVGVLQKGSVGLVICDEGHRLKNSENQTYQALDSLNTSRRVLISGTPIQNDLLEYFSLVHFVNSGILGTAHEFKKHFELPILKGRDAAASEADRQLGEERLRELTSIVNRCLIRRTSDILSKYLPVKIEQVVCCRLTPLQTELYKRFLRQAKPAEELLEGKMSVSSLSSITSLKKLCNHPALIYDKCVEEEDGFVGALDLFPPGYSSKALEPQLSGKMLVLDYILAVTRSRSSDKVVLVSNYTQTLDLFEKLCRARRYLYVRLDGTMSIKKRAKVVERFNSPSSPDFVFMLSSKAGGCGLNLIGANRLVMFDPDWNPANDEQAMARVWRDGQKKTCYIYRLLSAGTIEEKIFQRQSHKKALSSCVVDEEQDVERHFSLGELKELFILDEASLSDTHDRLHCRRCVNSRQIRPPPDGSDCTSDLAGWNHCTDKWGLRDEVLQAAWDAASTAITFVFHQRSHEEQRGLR
E-sel inducer: E-selectin induction on HUVECs. P16581. HUVEC E-selectin immunofluorescence imaging; normalized: neutral wells 0, TNF-alpha wells 100. activation, % at 7.58 µM. 0.37% of 260,000 active;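 active = mean E-selectin-positive cell signal at least 10% of the positive control, reached in at least 60% of replicates, without over 20% cell loss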;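 note: in these data hits start at about 27%; measured in HUVEC primary endothelial cells; signal is the percent of cells scored E-selectin positive by PE staining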
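material = human umbilical vein endothelial cells (HUVEC), E-selectin induction | quantity = 3,000 cells/well | medium = EGM-2 growth medium on 0.1% gelatin-coated wells | technique = immunofluorescence imaging | read-out basis = % PE-positive cells | control set = TNF-alpha positive control, DMSO neutral control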
RAD52 inh: blocks human RAD52 DNA annealing | P43351 | recombinant RAD52 DNA annealing, FRET fluorescence | inhibition, % at 18.7 µM | 0.46% of 360,000 active;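 active = every replicate showing at least 50% inhibition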
S100A4 inh HTS: blocks human S100A4 binding to myosin IIA peptide | P26447 | S100A4/TAMRA-MyoIIA peptide fluorescence polarization | inhibition, % at 10.7 µM | 0.14% of 360,000 active;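 active = mean inhibition of at least 70% across replicates, with every replicate also reaching that level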
Target sequence (P26447 whole entry, looked up): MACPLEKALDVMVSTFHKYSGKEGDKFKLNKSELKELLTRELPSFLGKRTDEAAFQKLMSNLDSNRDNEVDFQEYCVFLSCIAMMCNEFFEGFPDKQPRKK
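Material: S100A4 monomer (human). Medium: Calcium-containing HEPES buffer, pH 7.2. Probe or stimulus: labelled myosin peptide probe, 5 nM. Compound dosing: one concentration per compound. Timing: polarization read 5 min after assay mix addition, stable 5–60 min. Benchmarks: DMSO as neutral control, TFP as positive control.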
FN deposition inh: fibronectin deposition inhibition | inhibition, % at 12.6 µM | AH1F fibroblasts, Alexa488-fibronectin deposition fluorescence, overnight | AID 743247 | 0.086% of 350,000 active;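 active = mean inhibition across replicates of 30% or more, regardless of how many single replicates reach that level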;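 note: positive control wells lacked labelled fibronectin entirely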
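Assay system: AH1F fibroblast monolayer, labelled fibronectin deposition. Amount: 10000 cells per well. Also added: labelled fibronectin 24 nM. Compound: single-point pinned compound. Incubation: cell attachment 1 h, compound and FN exposure overnight. Detection: fluorescence after three HBSS washes, excitation 485 nm, emission 525 nm. Read-out: inhibition of fibronectin deposition signal.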
Xi reactivation: reactivates the inactive X chromosome in mouse fibroblasts. XiGFP mouse fibroblasts, % GFP-positive cells imaging, 3 d; cells co-treated with 5-aza-dC sensitizer; scaled so ellipticine positive control = 100%. activation, % at 7.58 µM. 0.055% of 360,000 active. AID 743238;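 active = mean normalized replicate activation at least 10% and every replicate at or above 10%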;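 note: 0% = median of on-plate neutral control wells and 100% = ellipticine 6 µM median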
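System: SV40-immortalized XiGFP fibroblast cells, line 68-5-11 / Incubation: 3-day compound exposure, then 15 min fixation at room temperature / Compound: single concentration per compound, delivered by pin transfer / Buffer or medium: DMEM plus 5-aza-dC sensitizer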
esBAF inh: SWI/SNF esBAF complex inhibition. mouse ES cells, Bmi1-luciferase knock-in reporter, 24 h; 100% = twice the neutral-well signal. reporter increase, % at 12.5 µM. 2% of 350,000 active. AID 602393; in the data active = activation above about 40%;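 note: 0% = median of the plate's neutral control wells and 100% = double that signal; a rise in the Bmi1 reporter signal indicates esBAF inhibition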
The depositor's hits bear a star.

Screening O=C(COC(=O)/C=C/c1ccc(OC(F)F)cc1)NC1CCCCC1 returned EWS-Fli inh 0.9, RAD54 branch -5.6, E-sel inducer 0.9, RAD52 inh -0.8, S100A4 inh HTS 2.1, FN deposition inh 0.1, Xi reactivation 0.0 and esBAF inh 3.6.
For COc1ccc(NC(=O)c2cc(-c3cc(F)ccc3OC(C)C)n[nH]2)c(C)c1 the results were EWS-Fli inh 9.0, RAD54 branch -4.0, E-sel inducer 0.1, RAD52 inh -19.0, S100A4 inh HTS 1.8, FN deposition inh -3.9, Xi reactivation 0.1 and esBAF inh -2.6.
For CCCC(C)NC(=O)C1CC(=O)N(CCc2ccc(F)cc2)C1 (configuration not stated) the results were EWS-Fli inh 14.7, RAD54 branch 8.5, RAD52 inh -5.6, S100A4 inh HTS -1.3, FN deposition inh -2.5, Xi reactivation 0.1 and esBAF inh -5.5.
Screening COC(=O)c1cc(=O)n(Cc2cccs2)c(=Nc2ccc(F)cc2)s1 returned EWS-Fli inh 11.7, RAD54 branch 2.1, E-sel inducer -0.1, RAD52 inh -4.8, S100A4 inh HTS -0.1, FN deposition inh 7.6, Xi reactivation 0.4 and esBAF inh -3.0.
For CCCN(C)C[C@@H]1OCCCC[C@H](C)Oc2ccc(NC(=O)NC3CCCCC3)cc2C(=O)N([C@@H](C)CO)C[C@@H]1C the results were EWS-Fli inh 3.8, RAD54 branch 11.5, E-sel inducer 0.2, RAD52 inh 20.5, S100A4 inh HTS 3.3, Xi reactivation 0.2 and esBAF inh 2.8.
`Cc1cc(C)cc(NC(=O)N2CCCCCCC2)c1` gave EWS-Fli inh -2.3, RAD54 branch -0.9, RAD52 inh -11.9, S100A4 inh HTS -8.4, FN deposition inh 12.5, Xi reactivation 0.0 and esBAF inh -1.4.
`COCC(=O)Nc1ccc2c(c1)C(=O)N(C)[C@H]1CC[C@@H](CC(=O)NCc3ccccc3Cl)O[C@H]1CO2` gave EWS-Fli inh -1.5, RAD54 branch -5.6, E-sel inducer 0.0, FN deposition inh -10.6, Xi reactivation 0.0 and esBAF inh 2.6.
For CCOC(=O)C1=C(C(=O)OCC)C2N(Cc3ccc(Br)cc3)c3ccccc3[C@@]23C[C@@H](C(=O)OC)N(S(=O)(=O)c2ccc(Br)cc2)C3=N1 (some centres not stated) the results were EWS-Fli inh -8.8, E-sel inducer 0.5, RAD52 inh -9.5, S100A4 inh HTS -11.7, FN deposition inh -4.0 and Xi reactivation 0.3.
Screening Cc1ccc(S(=O)(=O)N(C)C[C@H]2Oc3c(NC(=O)c4nc5ccccc5s4)cccc3C(=O)N([C@H](C)CO)C[C@@H]2C)cc1 returned EWS-Fli inh 13.8, RAD54 branch -3.5, E-sel inducer 0.9, RAD52 inh -1.1, S100A4 inh HTS 3.8, Xi reactivation -0.4 and esBAF inh 3.6.
`N#Cc1cc(-c2ccccc2)nc(N2CCNCC2)n1` gave EWS-Fli inh 0.2, E-sel inducer -0.1, RAD52 inh 40.5, S100A4 inh HTS -11.2, FN deposition inh 1.1 and Xi reactivation 0.2.
Screening O=C(C[C@H]1CC[C@H]2[C@@H](COC[C@H](O)CN2Cc2ccc(Oc3ccccc3)cc2)O1)N1CCc2ccccc2C1 returned EWS-Fli inh 38.1, RAD54 branch 7.1, FN deposition inh -1.8, Xi reactivation 0.0 and esBAF inh 16.1.
Cc1cccc(OCC(=O)NC2CCCCCC2)c1C was read as EWS-Fli inh -3.6, RAD54 branch 5.0, E-sel inducer 0.3, RAD52 inh -14.2, S100A4 inh HTS -10.6, FN deposition inh -1.1 and Xi reactivation 0.0.
For CCCCOCCCNC(=O)COc1ccccc1 the results were EWS-Fli inh 0.8, RAD54 branch 4.1, RAD52 inh 1.5, S100A4 inh HTS -2.9 and esBAF inh 1.1.
Screening COc1cccc(-c2ccc([C@@H]3[C@@H](C#N)N(C(=O)c4ccccn4)[C@H]3CO)cc2)c1 returned EWS-Fli inh 1.7, RAD54 branch 1.3, E-sel inducer 0.6, RAD52 inh -150.4, S100A4 inh HTS -4.5, FN deposition inh -3.0, Xi reactivation -0.1 and esBAF inh -1.8.
`O=C(COC(=O)c1cccs1)NCCc1ccc(F)cc1` gave EWS-Fli inh 3.3, RAD54 branch 7.1, RAD52 inh -12.1, S100A4 inh HTS -4.2, FN deposition inh 4.0, Xi reactivation 0.2 and esBAF inh -6.9.
For Cc1ccc(C(=O)NCCCNC(=O)c2ccco2)cc1 the results were EWS-Fli inh -2.7, RAD54 branch -4.0, E-sel inducer -0.1, RAD52 inh -2.5, S100A4 inh HTS -9.7, FN deposition inh -1.5, Xi reactivation 0.3 and esBAF inh 2.4.
C[C@H](CO)N1C[C@H](C)[C@H](CN(C)S(=O)(=O)c2ccc(F)cc2)Oc2c(NC(=O)C3CC3)cccc2C1=O was read as EWS-Fli inh 1.2, RAD54 branch -15.3, RAD52 inh 1.6, S100A4 inh HTS -33.6, FN deposition inh -4.3, Xi reactivation 0.1 and esBAF inh 1.3.
For C[C@@H]1CN([C@H](C)CO)C(=O)c2cc(NC(=O)Nc3ccc4c(c3)OCO4)ccc2O[C@H]1CN(C)C(=O)Nc1ccccc1 the results were EWS-Fli inh -44.9, RAD54 branch 7.7, E-sel inducer -0.5, Xi reactivation -0.6 and esBAF inh 4.7.
CC(=O)c1ccc(NC(=S)NCC(c2ccco2)N2CCCC2)cc1 (configuration not stated) was read as EWS-Fli inh 5.8, RAD54 branch 14.0, E-sel inducer 0.9, RAD52 inh -2.5, S100A4 inh HTS 1.2, FN deposition inh 0.3 and Xi reactivation 0.2.
`Cc1ccc(NC(=O)c2sc(C)nc2C)c(C)c1` gave EWS-Fli inh -7.7, E-sel inducer 1.7, RAD52 inh -8.0, S100A4 inh HTS 15.0, FN deposition inh 2.5 and Xi reactivation 0.3.
Screening Cc1ccc(S(=O)(=O)Nc2cccc3c2O[C@H](CN(C)Cc2ccc(-c4ccccc4)cc2)[C@@H](C)CN([C@@H](C)CO)C3=O)cc1 returned EWS-Fli inh 4.5, RAD54 branch -2.4, E-sel inducer -0.3, RAD52 inh -17.4, S100A4 inh HTS -1.9, Xi reactivation 0.0 and esBAF inh -0.7.
Screening CCOC(=O)CN1CC23C=CC(O2)C(C(=O)O)C3C1=O (configuration not stated) returned EWS-Fli inh -2.7, RAD54 branch -4.9, E-sel inducer 0.8, RAD52 inh -4.4, S100A4 inh HTS -0.1, FN deposition inh 5.3, Xi reactivation 0.3 and esBAF inh -13.5.
`CCN(Cc1ccccc1)C(=O)c1cc2c(OC)c(OC)c(OC)cc2[nH]1` gave EWS-Fli inh 11.6, RAD54 branch -11.2, RAD52 inh -14.7, S100A4 inh HTS -2.0, FN deposition inh 1.4, Xi reactivation 0.0 and esBAF inh -1.4.
`CCCCN(CCCC)CCNC(=O)c1cn(CC)c2ccc(S(=O)(=O)N(C)C3CCCCC3)cc2c1=O` gave RAD54 branch -3.2, E-sel inducer 1.8, RAD52 inh -3.6, S100A4 inh HTS 2.0, FN deposition inh -9.4, Xi reactivation 0.0 and esBAF inh -16.6.
For CC(=O)N1[C@@H]2Cn3c(ccc(-c4ccccc4)c3=O)[C@H]1[C@@H](C(=O)N1CCN(C)CC1)[C@@H]2CO the results were EWS-Fli inh -7.3, RAD54 branch 2.5, E-sel inducer 0.5, RAD52 inh 3.7, S100A4 inh HTS -10.6, Xi reactivation 0.1 and esBAF inh -6.7.
Screening CSc1ccc(CN2CCSCC2)cc1 returned EWS-Fli inh -5.4, RAD54 branch -6.4, RAD52 inh 3.2, S100A4 inh HTS -4.6, FN deposition inh -4.2, Xi reactivation 4.6 and esBAF inh -6.4.
O=C(NCCCN1CCOCC1)c1cccc(S(=O)(=O)Nc2ccccc2Cl)c1 was read as RAD54 branch 1.9, RAD52 inh -6.5, S100A4 inh HTS 2.0, FN deposition inh 2.5, Xi reactivation 0.2 and esBAF inh -6.6.
Screening CCCc1cc(NCc2ccccn2)n2nc(C)c(-c3ccccc3)c2n1 returned EWS-Fli inh 25.1, RAD54 branch 6.7, RAD52 inh -12.1, S100A4 inh HTS -3.3, FN deposition inh 3.5 and Xi reactivation 0.1.
Screening COc1ccc(CCNC(=O)c2cc3c(=O)n4ccccc4nc3n(CC3CCCO3)c2=N)cc1OC (configuration not stated) returned EWS-Fli inh 1.6, RAD54 branch 12.0, RAD52 inh 10.5, S100A4 inh HTS -10.9 and esBAF inh -8.0.
Cc1ccccc1S(=O)(=O)N1CC(=O)N2[C@@H](CO)[C@H](c3ccc(C#CC4CC4)cc3)[C@@H]2C1 was read as EWS-Fli inh -7.7, E-sel inducer -0.6, RAD52 inh -33.5, S100A4 inh HTS 10.9 and Xi reactivation -0.1.
For COc1cccc(CNC(=O)CCNC(=O)c2ccc(Br)o2)c1 the results were RAD54 branch 5.3, RAD52 inh -6.4, S100A4 inh HTS -23.3, FN deposition inh 0.0, Xi reactivation 0.0 and esBAF inh -7.9.
Screening COc1ccc(-c2cc(C(=O)N3CCN(C(c4ccccc4)c4ccccc4)CC3)no2)cc1 returned EWS-Fli inh 9.4, RAD54 branch 2.4, RAD52 inh -26.5, S100A4 inh HTS -1.7 and esBAF inh 7.3.
For CCCCOc1ccc(/C=C/C(=O)OCC(=O)N2CC(=O)Nc3ccccc32)cc1OCC the results were EWS-Fli inh 24.7, RAD52 inh -15.9, S100A4 inh HTS 15.0, FN deposition inh -3.4 and Xi reactivation 0.1.
CCc1ccc(N(CC(=O)Nc2ccccc2C(=O)N2CCCC2)S(C)(=O)=O)cc1 was read as EWS-Fli inh 0.1, RAD54 branch 6.0, E-sel inducer -0.2, RAD52 inh -8.2, S100A4 inh HTS -2.9, FN deposition inh 0.1, Xi reactivation 0.0 and esBAF inh -2.9.
`O=C(Nc1ncc(Cc2cccc(Cl)c2Cl)s1)C1CCCO1` (configuration not stated) gave EWS-Fli inh -139.3, RAD54 branch -8.5, RAD52 inh -9.9, S100A4 inh HTS 0.3, FN deposition inh -4.4, Xi reactivation 0.0 and esBAF inh 84.7*.
